12-LOX inh: Primary qHTS assay for inhibitors of human arachidonate 12S-lipoxygenase (ALOX12): Round 2 | Polyunsaturated fatty acid lipoxygenase ALOX12 (Homo sapiens), P18054 | purified 12hLO, xylenol orange hydroperoxide absorbance | Potency, µM (series often up to 108 µM), inactives show at the top dose activity change, negative = inhibition, actives largely listed as inhibitors | actives 1.1% (n = 580,000) | AID 1671190, 2021; active means well fitted inhibition curve with a large enough effect; inconclusive means small, poorly fitted or top-dose-only effect, or another doubt; inactive means no such curve, though single readings can be large or run the other way
Target sequence (P18054 whole entry, looked up): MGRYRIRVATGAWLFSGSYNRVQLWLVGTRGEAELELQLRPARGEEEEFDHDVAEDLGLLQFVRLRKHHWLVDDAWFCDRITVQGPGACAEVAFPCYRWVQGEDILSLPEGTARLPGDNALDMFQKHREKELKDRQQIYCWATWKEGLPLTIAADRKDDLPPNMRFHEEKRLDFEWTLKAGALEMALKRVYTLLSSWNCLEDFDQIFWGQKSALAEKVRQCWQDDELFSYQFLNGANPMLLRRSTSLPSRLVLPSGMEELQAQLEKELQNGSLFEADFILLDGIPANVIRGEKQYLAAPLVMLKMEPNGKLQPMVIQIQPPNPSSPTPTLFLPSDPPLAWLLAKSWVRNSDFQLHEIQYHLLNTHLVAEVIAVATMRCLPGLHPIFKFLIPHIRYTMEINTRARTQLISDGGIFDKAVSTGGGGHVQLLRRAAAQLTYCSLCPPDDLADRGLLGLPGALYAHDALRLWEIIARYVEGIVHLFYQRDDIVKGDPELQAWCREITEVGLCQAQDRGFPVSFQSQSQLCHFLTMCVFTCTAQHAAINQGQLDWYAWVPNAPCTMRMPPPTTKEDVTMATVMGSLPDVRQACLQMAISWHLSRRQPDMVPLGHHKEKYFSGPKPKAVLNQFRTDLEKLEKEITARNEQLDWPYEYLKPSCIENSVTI
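Purified human 12hLO (150 nM final) in 25 mM Hepes, 0.01% Triton X-100, pH 7.0 was preincubated 15 min at room temperature with compound. Then 40 uM arachidonic acid was added, 30 min. Hydroperoxide was read by Fe-XO absorbance ratio 573/405 nm.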
Numbers without * were called inactive; ? = inconclusive; [ ] = another dose, or the depositor's remark. On the % scale 0 is the no-effect control and ±100 the full control effect; potency means the concentration at half of the fitted maximal effect.

12-LOX inh,canonical_smiles
80.3%[activator],CCCOC(=O)c1c(-c2ccc(OCC)cc2)csc1NC(=O)c1ccoc1C
?,COCCNC(=O)C[C@@H]1C[C@H]2O[C@H](CNC(=O)NC(C)C)[C@@H](O)[C@H]2O1
37.2%[activator],Cc1cccc(CC(=O)N2CCC(Cc3nc(C4CCOCC4)no3)CC2)c1
26.7%,CCCCn1cnc2c1c(=O)n(CC(=O)NC1CC1)c(=O)n2CCC
-3.7%,CC(NC(=O)c1ccc(Cl)cc1)C(=O)NCc1cnn(-c2ccccc2)c1 (stereo not drawn)
28.0%,CCCCN1C(=O)c2ccccc2C(C(=O)NC2CC2)C12CCCCC2 (stereo not drawn)
49.4%[activator],Cc1noc(C)c1S(=O)(=O)N1CCCN(c2nc3ncccc3o2)CC1
17.3%,CC(=O)c1cc(CN2CCCCC(N)C2)cs1 (stereo not drawn)
112.0%[activator],Nc1cc(N2CCN(Cc3ncc[nH]3)CC(C(=O)O)C2)ncn1 (stereo not drawn)
59.8%[activator],CSc1cccc(NC(=O)O[C@@H]2CC[C@]3(C)C(CC[C@@H](O)[C@H]3CC(=O)N3CC[C@H](NC(C)=O)C3)[C@]2(C)CO)c1 (stereo partly drawn)
20µM*,COc1cc(=O)n2c(c1C(=O)Nc1ccc(Br)cc1F)CCCC2
-13.8%,Cc1ccc(C2Cn3nnc(C(=O)N4CCN(C(=O)c5cccc(F)c5)CC4)c3CO2)cc1 (stereo not drawn)
4.5%,O=C(c1ccnnc1)N1CCC2(CCN(Cc3ccccn3)CC2)C(CO)C1 (stereo not drawn)
?,CCCCn1c(=O)[nH]c(=O)c2c1nc(COC(=O)/C=C/c1cc(Cl)c(OC)c(OCC)c1)n2C
60.2%[activator],Nc1nc(CN2CCN(C(=O)c3ccc(F)cc3F)CC2)nc2ccccc12
-6.9%,O=c1oc2ccccc2cc1-c1nc(-c2cccnc2)no1
10.5%,O=C(CC1C=CCC1)Nc1ccc(SC2CCCC2)cc1 (stereo not drawn)
?,CC(C)C(=O)NCc1ccc(-c2nc3ccccc3s2)cc1
?,COc1ccc(NC(=O)CSc2nc3ccccc3o2)cc1
47.6%[activator],COC[C@@H]1[C@H](C(=O)N2CCc3ccccc32)CCC(=O)N1C
-2.6%[176 µM],COCCNc1ncccc1-c1cc(-c2ccccc2)nc2c(C)noc12
76.3%[activator],COc1ccc2cc(C(=O)NCCC(=O)Nc3ccc4c(c3)OCCO4)[nH]c2c1
-12.3%,O=c1oc2ccc(Br)cc2cc1-c1nc(-c2ccccc2)cs1
-1.6%,CCOc1ccc2nc(SCC(=O)N3CCN(S(=O)(=O)c4ccccc4)C3C(C)C)[nH]c2c1 (stereo not drawn)
-59.2%,Cc1ccc(C)c(NC(=O)C(C)Sc2nc3ccccc3nc2C)c1 (stereo not drawn)
15.1%[176 µM],COCCN1CCOc2nc(-c3cc(F)cc(OC)c3)ncc2C1=O
17.1%,CCOc1ccc2c(n1)CCN(C(=O)C1CC1)C2
16.4%,COCc1nn2c(c1-c1ccccc1)NC(=O)CC2C(=O)Nc1ccc(F)c(F)c1 (stereo not drawn)
-17.1%,CCCc1nnc(N2C[C@@H](CCC)[C@H](C(=O)O)C2)s1
31.2%[activator],COc1ccccc1CC(=O)N1CCC(n2nccc2NC(=O)c2ccccc2C)CC1

Individual results from the results shown.
12-LOX inh result of Nc1nc(CN2CCN(C(=O)c3ccc(F)cc3F)CC2)nc2ccccc12 stands at 60.2%[activator]
12-LOX inh result of CCCc1nnc(N2C[C@@H](CCC)[C@H](C(=O)O)C2)s1 stands at -17.1%
12-LOX inh result of COC[C@@H]1[C@H](C(=O)N2CCc3ccccc32)CCC(=O)N1C stands at 47.6%[activator]
12-LOX inh result of COc1cc(=O)n2c(c1C(=O)Nc1ccc(Br)cc1F)CCCC2 stands at 20µM*
12-LOX inh result of CCCOC(=O)c1c(-c2ccc(OCC)cc2)csc1NC(=O)c1ccoc1C stands at 80.3%[activator]

The list continues.
12-LOX inh,canonical_smiles
46.6%[activator],CN(C)C[C@@H]1CN(Cc2ccccc2)C[C@H]1NC(=O)c1ccncc1
4.1%,CCOC(=O)C1=C[C@@H](C(C)(C)C)N(S(=O)(=O)c2ccc([N+](=O)[O-])cc2)[C@H]1c1ccccc1Cl
?,CCCOc1cc(OCCC)c2c(=O)cc(-c3ccccc3)oc2c1
-30.4%[57.4 µM],O=C1NC(O)CCN1[C@@H]1O[C@H](CO)[C@H](O)[C@H]1O (stereo partly drawn)
22.4%,COc1ccc(C2c3c(-c4ccccc4O)n[nH]c3C(=O)N2CCO)cc1OC (stereo not drawn)
21.1%,CCN(CC)S(=O)(=O)c1cccc(NC(=O)COC(=O)c2nn(C)c(=O)c3ccccc23)c1
13.9%,CCN(CC)S(=O)(=O)c1ccc(-c2nc(C#N)c(NCCN(C)C)o2)cc1
17.2%,CC(NC(=O)c1nccnc1N)c1cccc(Br)c1 (stereo not drawn)
-21.5%,COc1ccc(-c2ccc3c(n2)CCCN3S(=O)(=O)c2ccc(C#N)cc2)cc1
33.3%,Cc1nc(C)c(C(=O)N2CCCC(n3c(C)cnc3C3CCC3)C2)s1 (stereo not drawn)
-2.4%,COc1ccccc1OCC(=O)Nc1cc(-c2ccc(Cl)cc2)no1
?,Clc1cccc(Nc2cc3c(cn2)ncn3Cc2ccco2)c1
?,NCCn1cc(C(=O)N2CCC(c3n[nH]c(=O)n3-c3ccccc3)CC2)nn1
-3.7%,CCC(C)C(=O)N1CCCC2CCCCC21 (stereo not drawn)
16.2%,COc1ccc(C23CC4CC(CC(C4)C2)C3)cc1C(=O)NC(c1ccccc1)c1ccccc1
47.4%[activator],O=C(Cn1nc2c(cc1=O)CCCCC2)Nc1nc(-c2cccnc2)cs1
?,COc1ccc(NC(C)=O)cc1NC(=O)/C=C/c1ccc2ccccc2n1
?,Fc1ccc(CN2CC[C@H](c3nc4cc(Cl)ccc4o3)C2)cc1F
0.9%,O=C(CSc1nc2ccccc2o1)N1CCN(C(=O)C2CC2)CC1
10.0%[176 µM],CCc1cn(C[C@H](NC(=O)Cc2ccccc2)C(=O)O)c(=O)[nH]c1=O
0.9%[176 µM],COc1cc(CNC(=O)c2nc(C(O)c3ccccn3)oc2C)cc(OC)c1 (stereo not drawn)
?,COc1ccc(C)cc1NC(=O)C(C)O/N=C/c1ccc(Cl)cc1 (stereo not drawn)
-45.3%,O=C(/C=C/c1ccc(-c2ccccc2Br)o1)c1ccccc1
102.9%[activator],COc1cccc(CC(=O)N[C@@H]2CCC[C@@H](C(=O)NCc3cc(C)on3)CC(=O)N(C)C2)c1
55.6%,CN1[C@@H](CCC(=O)N2CCN(c3ccccc3)CC2)CNC(=O)[C@@H]2[C@H]1CCN2Cc1csnn1
26.3%,O=C(Nc1ccccc1F)N1CCC(N2C(=O)C3(CCCCC3)C2c2ccncc2)CC1 (stereo not drawn)
3.3%,CCOC(=O)C(=O)N1CCN(c2nc(-c3ccccc3)c3c(c2C#N)CCCC3)CC1
-44.5%,COc1ccc(C(=O)OCC(=O)NC2CCCCC2)cc1F
7.5%,CN1CCN(CCCNC(=O)C2CCc3sc(C(=O)N4CCCCCC4)cc3C2)CC1 (stereo not drawn)
-11.5%[176 µM],CC(C)NC(=O)N[C@H]1C[C@@H](Cc2cc(-c3ccccc3)on2)C1(C)C
2.5%[176 µM],CC1(C)C(=O)N(Cc2ccccc2)[C@H]2CN(Cc3ccc(C#N)cc3)C[C@H]2[S+]1(=O)[O-]
45.6%[activator],COCCNC(=O)c1coc(COc2ccc3c(c2)C(c2ccc(C)cc2)N(C(=O)C2CC2)CC3)n1 (stereo not drawn)
-18.5%,COc1ccc(C(NC(=O)Cc2n[nH]c(=O)c3ccccc23)c2ccccc2)cc1 (stereo not drawn)
8.5%,CCCOc1ccc2ccccc2c1CN(C)C(=O)c1n[nH]c(=O)c2ccccc12
23.1%,Cn1c(=O)c2c(nc(CN(Cc3ccccc3)Cc3ccccc3)n2Cc2ccccc2)n(C)c1=O
3.6%,Cc1nc2sccn2c1CN1CCC2(CC1)CC2C(=O)Nc1ccc2c(c1)OCO2 (stereo not drawn)
7.4%[176 µM],CC(C)(C)CC(=O)N1CC[C@@H](CC(=O)O)[C@@H](CCN2CCN(c3ccccn3)CC2)C1
60.3%[activator],Cc1nccn1CC(=O)N1CCCn2cc(-c3ccccc3F)nc21
0.9%,CCc1cccc(-n2c(SCC(=O)NC(C)c3cc4ccccc4o3)nnc2N2CCOCC2)c1 (stereo not drawn)
38.7%[activator],CCCNC(=O)N(C1CCOCC1)C1CCN(C(=O)c2ccc(Cl)cc2OC)CC1
27.5%,O=C(c1cc(-c2cccs2)nc2ccccc12)N1CCC1
-0.3%,Cc1ccc(CNC(=O)c2ccc3c(c2)CN(Cc2ccc(O)c(F)c2)CCO3)cc1
22.1%,C#CCN1CCC(C(=O)NC(C)c2cccc(C(F)(F)F)c2)CC1 (stereo not drawn)
-38.0%,O=C(Cn1c(-c2ccccc2)cc2ccccc21)N1CCN(CCN2CCCC2)CC1
7.9%,COC1CCCN(C(=O)c2cnc(Cc3c(Cl)cccc3Cl)[nH]c2=O)C1 (stereo not drawn)
52.0%[activator],CC(C)c1nc(C2Cc3ccccc3N2C(=O)C2CC2)no1 (stereo not drawn)
19.6%,Cc1cc(C(=O)N2CCCCCCNC(=O)[C@@H]3CCCC[C@@H]32)nn1C
?,CCc1ccccc1OCCN1CCN(c2ccc(C#N)cc2)C(=O)C1
45.5%,CC(C(=O)NCCc1nc2ccccc2n1C)C1CCOCC1 (stereo not drawn)
2.2%,Cc1noc(C)c1S(=O)(=O)N1C[C@@H](Oc2cccnc2)C[C@H]1C(=O)NC1CC1
28.7%,CCOc1ccccc1NC(=O)N1CCCN(C(=O)C2CC2)C(c2ccccc2)CC(=O)NCC1 (stereo not drawn)
110.0%[activator],CCCN1CCc2[nH]cnc2C12CCN(C(=O)c1ccc(CC)s1)CC2
31.9%[activator],O=C1CC(c2ccccc2)N(C(=O)c2ccoc2)CCCCCN1 (stereo not drawn)
-9.7%,Cc1c(Cl)cccc1NC(=O)CCn1ccn2nc3c(c2c1=O)CCCC3
12.9%,Cc1ccc(CNC(=O)C2CCN(c3cn[nH]c(=O)c3)C2)cc1 (stereo not drawn)
?,Cc1ccc2cc(C(=O)NCc3ccco3)[nH]c2c1
-23.6%[176 µM],COCc1ccc2c(c1)c(OC(C)(C)C(=O)Nc1ccccn1)nn2CCC(C)C
1.6%,COCCn1nnnc1C1CC2(CCOCC2)C(=O)N1Cc1ccc(OC(C)C)cc1 (stereo not drawn)
31.6µM*,Cc1[nH]c(=S)sc1Cc1ccc(Cl)c(Cl)c1
17.8%,COc1cccc(S(=O)(=O)N2CC(n3cc(C(=O)NCC4CC4)nn3)C2)c1

Remaining list, next part.
12-LOX inh,canonical_smiles
44.1%[activator],COCC(=O)NCc1cccc(C)c1
15.0%,CCCN(CC1CCOC1)S(=O)(=O)c1cccc(Cl)c1 (stereo not drawn)
8.8%,O=C(NCCc1noc(C2CC2)n1)c1ccccc1
1.3%,CCCN1C(=O)c2n[nH]c(C)c2C1c1ccc(Br)cc1 (stereo not drawn)
?,CC(C)(C)OC(=O)N1CCC(NC(=O)c2nc(-c3ccccc3)c3ccccn23)CC1
2.6%,COC1CCOC2(CCN(C(=O)c3ccco3)CC2)C1 (stereo not drawn)
39.6%[activator],CCc1noc(-c2ccn3c(CNC(=O)c4ccc(OC)c(F)c4)nnc3c2)n1
11.7%[176 µM],N[C@H]1[C@H](O)[C@@H](N2CCC(Cc3ccccc3)CC2)[C@@H]2OC[C@H]1O2
-11.9%,Cc1nc2ccc(C(=O)OC(C)C(=O)NC3CCCC3)cc2nc1C (stereo not drawn)
8.91µM*,Cc1ccc(C2NC(=O)N(CC(=O)Nc3ccc(Br)cc3F)C3=C2C(=O)OC3)cc1 (stereo not drawn)
-0.9%,C=CCn1c(-n2nc(CC)cc2CC)nc2c1c(=O)n(C)c(=O)n2C
11.5%,Cc1ccccc1S(=O)(=O)N1CCC(n2cnnc2C(C)C)CC1
?,COCC(=O)NC[C@H]1O[C@@H](CO)[C@@H](O)[C@H]1N1CCN(c2ccc(F)cc2)CC1
0.6%,O=C(CSc1nnc(C2CC2)o1)c1c[nH]c2ccccc12
46.0%[activator],CC(C)NS(=O)(=O)c1cc(C(=O)O)cc(-c2ccc(C(=O)N(C)C)cc2)c1
6.4%,Cc1ccc(C2CC(=O)C3=C(C2)OC(N)=C(C#N)C32C(=O)Nc3ccccc32)cc1 (stereo not drawn)
-23.6%,CC(C)CNC(=O)C(=O)O
-30.4%,C=CCNC(=O)Nc1cc(C(=O)NC)ccc1Cl
38.5%[activator],CC(Oc1cccc(C(F)(F)F)c1)C(=O)NN (stereo not drawn)
3.6%,O=C(NCc1ccc(F)cc1F)C1CCCN(c2cn[nH]c(=O)c2)C1 (stereo not drawn)
-25.3%,CCOc1ccc(N/C=C/C(=O)c2ccc(C)c(C)c2)cc1

2 of these compounds in a different format:
CCCc1nnc(N2C[C@@H](CCC)[C@H](C(=O)O)C2)s1
  12-LOX inh: -17.1%

COc1ccccc1CC(=O)N1CCC(n2nccc2NC(=O)c2ccccc2C)CC1
  12-LOX inh: 31.2%[activator]

Arranged by heavy-atom count (lowest first): part of the list above
12-LOX inh,canonical_smiles
17.2%,CC(NC(=O)c1nccnc1N)c1cccc(Br)c1 (stereo not drawn)
49.4%[activator],Cc1noc(C)c1S(=O)(=O)N1CCCN(c2nc3ncccc3o2)CC1
13.9%,CCN(CC)S(=O)(=O)c1ccc(-c2nc(C#N)c(NCCN(C)C)o2)cc1
0.9%[176 µM],COc1cc(CNC(=O)c2nc(C(O)c3ccccn3)oc2C)cc(OC)c1 (stereo not drawn)

A portion of the library (hit frequency here may not be typical).
